Compound activity from PubChem BioAssay.
CHRM4 antagonist – antagonists of human muscarinic M4 receptor (CHRM4); P08173; CHO-hM4 cells, ACh EC80, Fluo-8 calcium fluorescence; inhibition, % at 3 µM; actives 0.73% (n = 360,000); AID 624125;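 active means inhibition above its plate's cutoff, the mean inhibition of sample wells plus 3 SD, cut at about 27% in these data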;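 further: 0% = acetylcholine EC80 with DMSO and 100% = DMSO without agonist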
Target sequence (P08173 whole entry, looked up): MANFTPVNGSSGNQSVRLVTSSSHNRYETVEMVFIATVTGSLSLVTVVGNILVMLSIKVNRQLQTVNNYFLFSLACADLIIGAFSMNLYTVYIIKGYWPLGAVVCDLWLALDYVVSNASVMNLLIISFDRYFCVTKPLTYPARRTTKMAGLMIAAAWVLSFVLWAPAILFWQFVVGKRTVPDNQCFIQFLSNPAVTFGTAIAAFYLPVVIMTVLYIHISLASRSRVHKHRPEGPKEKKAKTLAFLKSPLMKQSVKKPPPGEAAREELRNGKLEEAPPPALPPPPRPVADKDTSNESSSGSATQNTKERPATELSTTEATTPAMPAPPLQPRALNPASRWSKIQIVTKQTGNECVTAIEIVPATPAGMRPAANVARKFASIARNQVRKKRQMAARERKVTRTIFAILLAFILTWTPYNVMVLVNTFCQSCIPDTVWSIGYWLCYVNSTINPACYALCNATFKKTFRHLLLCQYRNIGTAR
M4 PAM – positive allosteric modulators of human muscarinic M4 receptor | P08173 | CHO-K1 hM4/Gqi5, Fluo-8 calcium fluorescence, ACh EC20; 0% = ACh EC20, 100% = maximal ACh | activation, % at 3 µM | actives 0.4% (n = 360,000);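 active means activation above its plate's cutoff, the mean activation of sample wells plus 3 SD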; further: some results filed as inactive read as strong as hits
CHRM5 antagonist – antagonists of human muscarinic M5 receptor (CHRM5) | P08912 | CHO-hM5 cells, Fluo-8 calcium fluorescence, ACh EC80 | inhibition, % at 3 µM | actives 0.59% (n = 360,000);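 active means inhibition above a per-plate cutoff, the mean of that plate's test compounds plus 3 SD, cut at about 27% in these data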;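 further: 0% = acetylcholine EC80 with DMSO and 100% = DMSO without agonist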
Target sequence (P08912 whole entry, looked up): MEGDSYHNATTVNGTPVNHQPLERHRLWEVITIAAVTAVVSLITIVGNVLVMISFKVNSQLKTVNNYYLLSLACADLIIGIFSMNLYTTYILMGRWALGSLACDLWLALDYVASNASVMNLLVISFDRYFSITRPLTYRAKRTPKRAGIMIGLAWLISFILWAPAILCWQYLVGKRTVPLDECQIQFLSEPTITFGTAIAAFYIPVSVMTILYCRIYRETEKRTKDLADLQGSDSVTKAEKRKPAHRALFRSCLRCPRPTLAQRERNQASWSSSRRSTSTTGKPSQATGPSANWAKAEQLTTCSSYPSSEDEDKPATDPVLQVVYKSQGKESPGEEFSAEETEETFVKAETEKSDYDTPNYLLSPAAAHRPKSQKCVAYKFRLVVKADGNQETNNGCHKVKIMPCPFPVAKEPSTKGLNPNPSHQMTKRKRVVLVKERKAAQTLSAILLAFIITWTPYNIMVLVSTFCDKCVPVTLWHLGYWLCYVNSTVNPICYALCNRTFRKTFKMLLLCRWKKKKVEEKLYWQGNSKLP
CHRM4 agonist – agonists of human muscarinic M4 receptor (CHRM4). P08173. CHO-K1 hM4/Gqi5, Fluo-8 calcium fluorescence; vehicle 0%, full acetylcholine response 100%. activation, % at 3 µM. actives 0.14% (n = 360,000). AID 624127;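 active means activation above the run mean over all test wells plus 3 SD, cut at about 32% in these data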;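 further: peak over basal fluorescence ratio per well then scaled between controls; 0% = DMSO wells and 100% = acetylcholine at EC100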
M1 antag – antagonists of human M1 muscarinic receptor | CHO-K1 hM1, Fluo-8 calcium fluorescence, ACh EC80 antagonist | inhibition, % at 3 µM | actives 1.3% (n = 360,000);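 active means percent inhibition above its own plate's cutoff, namely the mean of that plate's compound wells plus 3 SD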;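 further: peak over basal fluorescence ratio during 140 s after agonist addition; 0% = ACh EC80 plus DMSO and 100% = DMSO alone without agonist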
CHRM1 PAM – human CHRM1 positive allosteric modulation; AID 588819; activation, % at 3 µM; actives 0.088% (n = 360,000); P11229; CHO-K1 hM1, Fluo-8 calcium fluorescence, ACh EC20; 0% = ACh EC20, 100% = maximal ACh; in the data active means activation above about 19%, passing the limit was not always enough
M5 PAM – potentiates acetylcholine response at human M5 receptor. P08912. CHO-K1 hM5, Fluo-8 calcium, ACh EC20 PAM; 0% = ACh EC20, 100% = ACh EC100. activation, % at 3 µM. actives 0.3% (n = 360,000);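 active means activation above the run cutoff, the mean activation of all test compounds plus 3 SD, cut at about 18% in these data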
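System: CHO-K1 cell line with stable human muscarinic M5 receptor expression | Also added: EC20 acetylcholine as agonist stimulus | Compound: One concentration, 3 µM final (nominal) | Timing: Fluo-8 loading 80 min at 37 °C plus 30 min room temperature | Measured by: Fluo-8 calcium dye fluorescence, kinetic read | Read-out basis: % activation, ACh-normalized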
CRFBP-R2 agonist – agonists of human CRF-binding protein/CRF-R2 receptor complex; HEK293 CRF-R2/CRF-BP, calcium dye fluorescence (FLIPR); percent of saturating CRF peptide response; actives 0.46% (n = 350,000); AID 588473; activation, % at 13.2 µM;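 active means activation of at least 50%, plus an integration ratio under a set limit after plate pattern correction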;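 further: plate controls were neutral control wells without compound for no effect and CRF at EC100 for full effect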
CHRM5 agonist – CHRM5 agonism in calcium assay; P08912; activation, % at 3 µM; actives 0.19% (n = 360,000); CHO-K1 hM5 cells, Fluo-8 calcium fluorescence; 0% DMSO wells, 100% maximal acetylcholine response; AID 624037;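 active means activation above the run's mean over test compounds plus 3 SD, cut at about 23% in these data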;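 further: signal is peak over basal fluorescence ratio across the kinetic read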
Numbers without * were called inactive; . = not tested or not shown.

SMILES	CHRM4 antagonist	M4 PAM	CHRM5 antagonist	CHRM4 agonist	M1 antag	CHRM1 PAM	M5 PAM	CRFBP-R2 agonist	CHRM5 agonist
COc1ccc(NC(=O)CN(C)C(=O)c2cn(-c3ccccc3)nc2-c2ccc(F)cc2)cc1	2	-3	14	12	7	-6	-14	-0.3	-1
CN(CC(=O)Nc1ccccc1Cl)C(=O)Cn1cnc2ccccc2c1=O	-3	2	0	1	-10	9	2	-1.0	3
CC(C)n1nccc1N(Cc1ccc(Cl)cc1)S(=O)(=O)c1ccccc1	-8	-8	1	-1	6	-8	-1	7.5	-6
COc1ccc(/C(=C/c2ccc(OC(F)F)c(OC)c2)C(=O)O)cc1OC	-2	7	-13	1	0	1	-1	-0.3	-1
CCN(CC)CCn1c2c(c(SCC(=O)Nc3cc(C)cc(C)c3)nc1=O)CCC2	-2	-6	3	1	19	-15	-2	-0.5	-8
Clc1ccccc1CN1CCN(/N=C/C=C\c2ccco2)CC1	-1	5	3	0	-6	7	4	-2.6	-2
Cc1ccc(S(=O)(=O)N(C)CC(=O)Nc2ccc(C)cn2)cc1	-1	4	5	0	1	0	-1	-0.6	-3
Cc1c(OCC(=O)N[C@@H](Cc2ccccc2)C(=O)O)ccc2c1oc(=O)c1ccccc12	-9	8	1	0	-9	6	2	-1.4	2
Cc1cc(=O)nc2c3ccccc3n(CC(=O)NC3CCCCC3)n12	-2	1	13	1	-1	6	0	-0.5	-3
NC(=O)CC1C(=O)N(c2ccccc2)C(=S)N1NC(=O)c1ccccc1 (centres undefined)	0	-8	7	0	-9	15	-4	2.1	-3
O=C(O)CN1C(=O)S/C(=C\c2ccc3c(c2)OCO3)C1=O	0	8	5	1	-11	7	0	0.3	1
O=C(CNS(=O)(=O)c1ccccc1)N/N=C/c1ccc(O)cc1	-1	-1	-1	1	-2	10	-2	-0.5	-3
CC(=O)NC(C)C(=O)OCC(=O)c1ccc(-c2ccccc2)cc1 (centres undefined)	8	9	8	5	8	2	-1	-6.0	-2
c1ccc(-c2nccc(-c3ccc4c(c3)OCO4)n2)cc1	-18	2	5	0	-5	2	0	6.5	-4
CC(=O)c1ccc(N2CCN(C(=O)C3CCN(S(=O)(=O)c4cccs4)CC3)CC2)cc1	2	-6	14	19	13	-17	-9	5.8	4
Cc1cc(/C=N/NC(=O)C(=O)NCc2ccccn2)c(C)n1-c1ccccc1	6	1	-2	-2	-6	4	-3	0.1	-5
COc1ccc(C(CCc2cc(OC)c(OC)c(OC)c2)NC(C)=O)cc1 (centres undefined)	3	0	16	1	-1	0	-4	0.8	0
CCCCSc1nnc(C)c(=O)[nH]1	-10	4	0	0	-14	20	-3	1.4	1
O=C(Nc1ccccc1)c1cc(C2CCCCN2S(=O)(=O)Cc2cccc(C(F)(F)F)c2)on1 (centres undefined)	4	-2	7	2	4	-7	-8	.	-1
Cc1nc(N2CCN(Cc3ccccc3)CC2)nc2c1C(=O)CC(C)C2 (centres undefined)	-1	12	1	2	-5	4	-3	1.4	-3
COc1cccc(C2CC(c3ccccc3)=NN2S(=O)(=O)c2ccccc2)c1OC (centres undefined)	-4	-3	4	0	-5	5	-1	5.6	5
Cc1sc(NC(=O)c2ccco2)c(C(=O)c2ccc(Cl)cc2)c1C	4	-1	-5	0	7	-5	-5	0.4	-1
Cc1ccc(CNC(=O)COc2ccc3c(c2)CCC3)cc1	0	9	1	1	-4	7	-3	2.7	-1
Cc1nn(C)c(C(=O)NNC(=S)NCc2ccco2)c1Cl	-9	4	-1	0	3	1	-14	-1.0	-3
CC(=O)C1C(=O)C=C(c2ccco2)CC1c1ccccc1 (centres undefined)	-2	0	7	0	1	-1	-6	0.1	-14
CO[C@H]1CN(C)C(=O)c2ccc(NC(=O)c3ccc4c(c3)OCO4)cc2OC[C@H](C)N(CC2CC2)C[C@@H]1C	6	-6	3	2	.	.	2	.	-2
COc1ccc(Nc2nccc(OC)c2C#N)cc1	-1	13	2	2	-5	5	0	-1.9	2
CN1/C(=C\C(=O)CSc2ncn[nH]2)C(C)(C)c2ccccc21	1	-4	-4	4	20	-9	-4	-0.4	1
COc1ccc(Cl)cc1N(C(=O)c1ccco1)C(C(=O)NC1CCCC1)c1ccco1 (centres undefined)	-17	1	-2	0	-10	8	7	-0.2	-3
CS(=O)(=O)N1CCN(c2ccccc2NC(=O)c2cc3ccccc3o2)CC1	1	-15	20	13	18	-9	-7	-0.3	-1
CC(=O)N1CCN(c2ccccc2NC(=O)c2ccc(Br)o2)CC1	0	0	1	5	-5	1	-3	0.1	-4
CCC1CN(C(=O)NCc2ccc(F)cc2)c2cc(Cl)ccc2O1 (centres undefined)	-8	-12	-4	0	4	-15	-1	-0.1	-9
c1ccc(C2=NOC(c3nnc(-c4ccccc4)o3)C2)cc1 (centres undefined)	-7	4	9	1	-5	7	16	-1.0	-3
NC(=O)c1oc2ccccc2c1NC(=O)C1CCCCC1	-5	-1	1	5	-4	-1	-6	-0.3	3
O=C(CC1C(=O)OCC2CCCCN21)Nc1ccccc1C(F)(F)F (centres undefined)	-8	8	-15	1	-12	10	-1	6.6	-2
COc1cccc2nc3c(C(=O)NCCN(C)C)cccc3cc12	-9	1	-6	0	-13	3	0	24	0
COc1cc(OC)nc(Oc2cccc(C(F)(F)F)c2)n1	-7	0	4	1	6	5	0	6.3	0
CCc1nnc(NC(=O)CCCSc2nc3ccccc3[nH]2)s1	2	-1	4	3	-6	3	-2	1.7	4
Cc1ccc(N(C(=O)Cn2nnc3ccccc32)C(C(=O)NCc2ccco2)c2ccc(C)o2)cc1 (centres undefined)	-3	4	2	1	-15	4	0	-0.6	-3
Cc1cc(=O)oc2cc(NC(=O)CN3C(=O)NC(C)(c4ccccc4)C3=O)ccc12 (centres undefined)	0	4	3	1	10	0	3	-1.5	2
CC(=O)c1ccc(OCc2nnn(CC(=O)NS(=O)(=O)Cc3ccccc3)c2-c2ccccc2)cc1	2	-2	-1	1	18	-6	-1	.	1
Cc1ccccc1C(=O)NC(C(=O)Nc1nc2c(s1)CCCC2)C(C)C (centres undefined)	6	9	6	1	1	-2	-3	-0.5	-2
COc1cccc(CNCC(=O)Nc2ccc(N3CCOCC3)cc2)c1	-5	-4	4	1	-10	9	-6	-0.6	1
COc1ccc(C(C(N)=O)c2ncc(C(F)(F)F)cc2Cl)cc1 (centres undefined)	1	8	2	3	1	-2	-3	1.3	-2
O=C(c1ccc(NS(=O)(=O)c2cccc3cccnc23)cc1)N1CCOCC1	7	-2	0	2	-11	9	-4	-1.2	0
CCCC(=O)Nc1ccc2c(c1)nc1n2CCOC1	3	31*	-10	1	-6	10	5	-1.4	3
COc1cccc(-c2c(C(=O)N/N=C(\C)c3ccncc3)nnn2-c2nonc2N)c1	-5	0	-15	6	-9	3	5	0.1	7
OCCN(CCO)CC(O)CN1c2ccccc2Sc2ccccc21 (centres undefined)	16	-7	10	2	9	-7	-3	0.8	-7
O=C(Nc1cc(S(=O)(=O)Nc2ccc(Cl)cc2)ccc1N1CCCCC1)c1ccc(F)cc1	-4	17	-6	0	-8	7	3	2.0	-2
COc1cc(CNc2nnnn2C)ccc1OCc1ccc(F)cc1Cl	0	8	8	1	-7	8	-6	-1.3	-5
CC1(C)C[C@@H](O)CC2(C1)C[C@]1(C)CC(O)[C@H]2C(C)(C)C1 (some centres undefined)	-9	5	-3	0	-21	18	14	2.5	6
COC(=O)c1c(C(=O)OC)c(-c2ccc(C(C)(C)C)cc2)n2c1CS(=O)C2 (centres undefined)	2	1	0	3	-7	-3	-3	1.6	1
CCCCCc1nc2c(=O)n(C)c3ccccc3c2o1	-2	9	2	-2	-8	5	10	-4.6	-5
CN1CCN(c2ccccc2NC(=O)COc2ccc(Cl)cc2)CC1	4	0	13	4	13	-6	-3	0.5	-8
N/N=C(\c1ccccc1)C12CN3CN(CN(C3)C1)C2	8	-10	23	1	58*	-27	-19	-3.0	-10
Cc1csc(SCC(=O)Nc2oc(C)c3c(C)n[nH]c(=O)c23)n1	-1	-3	9	0	8	-3	-9	-0.4	-4
COC(=O)[C@@]1(C)[C@H]2C(=O)N(Cc3ccccc3)C(=O)[C@H]2[C@H]2CN=C(SCc3ccc(C#N)cc3)N21	-6	6	7	2	-27	14	-1	-1.5	-2
CC1CCCCC1NC(=O)c1ccc(CSc2nc3ccncc3[nH]2)cc1 (centres undefined)	14	-12	2	4	-3	4	-3	0.3	1

12 neighbouring compounds out of the list so far:
SMILES	CHRM4 antagonist	M4 PAM	CHRM5 antagonist	CHRM4 agonist	M1 antag	CHRM1 PAM	M5 PAM	CRFBP-R2 agonist	CHRM5 agonist
COc1ccc(C(C(N)=O)c2ncc(C(F)(F)F)cc2Cl)cc1 (centres undefined)	1	8	2	3	1	-2	-3	1.3	-2
O=C(c1ccc(NS(=O)(=O)c2cccc3cccnc23)cc1)N1CCOCC1	7	-2	0	2	-11	9	-4	-1.2	0
CCCC(=O)Nc1ccc2c(c1)nc1n2CCOC1	3	31*	-10	1	-6	10	5	-1.4	3
COc1cccc(-c2c(C(=O)N/N=C(\C)c3ccncc3)nnn2-c2nonc2N)c1	-5	0	-15	6	-9	3	5	0.1	7
OCCN(CCO)CC(O)CN1c2ccccc2Sc2ccccc21 (centres undefined)	16	-7	10	2	9	-7	-3	0.8	-7
O=C(Nc1cc(S(=O)(=O)Nc2ccc(Cl)cc2)ccc1N1CCCCC1)c1ccc(F)cc1	-4	17	-6	0	-8	7	3	2.0	-2
COc1cc(CNc2nnnn2C)ccc1OCc1ccc(F)cc1Cl	0	8	8	1	-7	8	-6	-1.3	-5
CC1(C)C[C@@H](O)CC2(C1)C[C@]1(C)CC(O)[C@H]2C(C)(C)C1 (some centres undefined)	-9	5	-3	0	-21	18	14	2.5	6
COC(=O)c1c(C(=O)OC)c(-c2ccc(C(C)(C)C)cc2)n2c1CS(=O)C2 (centres undefined)	2	1	0	3	-7	-3	-3	1.6	1
CCCCCc1nc2c(=O)n(C)c3ccccc3c2o1	-2	9	2	-2	-8	5	10	-4.6	-5
CN1CCN(c2ccccc2NC(=O)COc2ccc(Cl)cc2)CC1	4	0	13	4	13	-6	-3	0.5	-8
N/N=C(\c1ccccc1)C12CN3CN(CN(C3)C1)C2	8	-10	23	1	58*	-27	-19	-3.0	-10
